Compound activity: PubChem BioAssay, National Center for Advancing Translational Sciences (NCATS)
Nrf2 activator: activates Nrf2 signaling; AREc32 ARE-luciferase reporter (MCF7-derived line), luminescence, 24 h; Potency, µM (highest dose often 46.1 µM), for the others: at the top dose activation, usual class: activators; 410,000 tested, 0.31% active; AID 624171; also: potency is read from the fitted curve at half-maximal effect; % of control where 0% means no effect; nearly all actives have a fitted effect of over 65% in size
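Steps: seed AREc32_Fluc cells (1000/well, 5% FBS OPTI-MEM); incubate overnight at 37 deg C; add 23 nL compound; incubate 24 hr; add Steady-Glo; hold 30 min RT; read luminescence.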
Akt phos inh: inhibitors of Akt phosphorylation | Neuro2A IGF-stimulated pAkt S473 HTRF, 20 min; active compounds read low | activity change, % for hits at 50 µM | 360,000 tested, 0.32% active | AID 651550; in the data active = activity change below about -80%; inconclusive = mostly about -51% to -80%; also: % is scaled to controls: 0 for no effect and ±100 for the full control effect
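Neuro2A cells in DMEM with 0.5% FBS, overnight at 37 deg C, given compound at single 50 µM final, then IGF (6 nM final) for 20 min at 37 deg C. Lysed; phospho-Akt Ser473 by HTRF after 24 h, 665/615 ratio.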
EPAC2 ag: EPAC2 (human) agonism; Potency, µM (doses to about 154 µM), inactives show at the top dose activation, hits mostly activators; 360,000 tested, 0.079% active; EPAC2 activation, biochemical qHTS; response scale: 100% = 6.5 mM cAMP response; Q8WZA2; also: potency is read from the fitted curve at half-maximal effect; nearly all actives have a fitted effect of over 50% in size
Target sequence (Q8WZA2 whole entry, looked up): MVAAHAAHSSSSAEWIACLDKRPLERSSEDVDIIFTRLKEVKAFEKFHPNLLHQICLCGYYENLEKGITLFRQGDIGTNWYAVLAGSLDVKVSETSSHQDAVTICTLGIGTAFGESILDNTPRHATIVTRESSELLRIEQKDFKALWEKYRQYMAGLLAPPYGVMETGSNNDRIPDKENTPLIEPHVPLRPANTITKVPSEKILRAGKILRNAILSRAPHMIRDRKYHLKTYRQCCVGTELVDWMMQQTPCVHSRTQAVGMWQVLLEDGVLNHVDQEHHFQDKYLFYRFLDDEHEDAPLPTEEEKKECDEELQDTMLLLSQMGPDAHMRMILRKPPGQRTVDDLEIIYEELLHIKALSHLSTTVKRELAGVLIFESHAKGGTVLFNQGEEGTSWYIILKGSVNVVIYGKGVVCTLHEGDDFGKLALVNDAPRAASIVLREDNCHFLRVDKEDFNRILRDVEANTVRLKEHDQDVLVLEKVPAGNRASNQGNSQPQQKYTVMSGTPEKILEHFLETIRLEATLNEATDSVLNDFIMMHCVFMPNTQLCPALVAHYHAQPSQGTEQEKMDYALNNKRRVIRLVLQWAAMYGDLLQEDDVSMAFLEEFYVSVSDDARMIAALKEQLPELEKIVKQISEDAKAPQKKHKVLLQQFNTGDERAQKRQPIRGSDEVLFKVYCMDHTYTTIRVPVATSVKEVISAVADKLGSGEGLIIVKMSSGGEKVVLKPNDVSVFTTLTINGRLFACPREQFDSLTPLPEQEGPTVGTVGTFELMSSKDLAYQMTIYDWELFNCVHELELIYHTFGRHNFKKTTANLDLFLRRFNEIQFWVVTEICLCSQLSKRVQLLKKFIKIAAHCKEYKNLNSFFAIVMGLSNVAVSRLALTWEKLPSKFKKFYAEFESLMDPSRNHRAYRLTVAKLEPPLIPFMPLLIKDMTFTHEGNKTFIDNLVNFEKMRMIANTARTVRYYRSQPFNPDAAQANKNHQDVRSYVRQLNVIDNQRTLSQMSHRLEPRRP
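Guanine nucleotide exchange by EPAC2 is measured as reduced fluorescence of BODIPY-GDP once it is released from 250 nM Rap1B. Plates are read kinetically for 30 min at room temperature; results are scaled to 6.5 mM cAMP.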
TGFb inhibitor: inhibitors of TGF-b signaling. 410,000 tested, 1.2% active. HepG2 CAGA-GFP TGF-b/SMAD3 reporter, GFP fluorescence, 18 h; TGF-beta stimulated, 500 pg/mL final. AID 588855. Potency, µM (titrated, usually from 46.1 µM), for the others: top-dose activity, negative = inhibition, most hits filed as inhibitors; also: potency is read from the fitted curve at half-maximal effect; % is scaled to controls: 0 for no effect and ±100 for the full control effect; nearly all actives have a fitted effect of over 65% in size
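Using HEPG2 CAGA-GFP reporter cells at 1000 cells/well, we pinned test compounds, stimulated with recombinant TGF-beta (500 pg/mL final) and measured total well GFP after 18 h.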
Mm-Cpn inhibitor: inhibitors of Methanococcus maripaludis chaperonin (MmCpn); Potency, µM (series often up to 76.9 µM), without a hit: at the top dose activity, negative = inhibition, actives largely listed as inhibitors; 330,000 tested, 0.031% active; purified Mm-Cpn ATPase, ADP Transcreener TR-FRET; AID 504842; also: potency is read from the fitted curve at half-maximal effect; % is scaled to controls: 0 for no effect and ±100 for the full control effect; nearly all actives have a fitted effect of over 80% in size
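TR-FRET (320 nm excitation; 590 and 665 nm emission) reports ADP made from 10 uM ATP by 25 nM enzyme; compounds were preincubated 10 min, reaction run 30 min, both at 37°C.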
A549 viability: kills or reduces viability of A549 cells in Nrf2 counter-screen | Potency, µM (top dose mostly 46 µM), inactives show top-dose activity change, negative = cytotoxicity, hits mostly inhibitors | A549 ARE-Fluc cells, CellTiter-Fluor viability, 18-24 h | AID 504648 | 390,000 tested, 0.16% active; also: potency is read from the fitted curve at half-maximal effect; % is scaled to controls: 0 for no effect and ±100 for the full control effect
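A549 ARE-Fluc cells in 5% FBS OPTI-MEM, 5000 cells/well, rested 2 h then exposed to compounds in concentration-response for 18-24 h at 37 °C. Viability by CellTiter-Fluor fluorescence (Ex 405/Em 525) after 30 min; luciferase luminescence (BugLite, 15 min, RT) read afterwards.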
EPAC2 antag: EPAC2 (human) antagonism | EPAC2 GEF exchange of Rap1B-BODIPY-GDP, fluorescence | Q8WZA2 | Potency, µM (highest dose often 114 µM), for inactives: at the top dose activity, negative = inhibition, actives largely listed as inhibitors | 360,000 tested, 0.18% active; also: potency is read from the fitted curve at half-maximal effect; % is scaled to controls: 0 for no effect and ±100 for the full control effect; nearly all actives have a fitted effect of over 45% in size; many of its hits are not listed in these tables
CCT chaperon mod: cytosolic chaperonin activity modulation; 360,000 tested, 0.3% active; activity change, % (concentration not given with the values), hits read low; purified chaperonin ATPase assay, HTRF ADP detection, 30 min; in the data active = activity change below about -30%; also: % is scaled to controls: 0 for no effect and ±100 for the full control effect
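Enzyme 40 or 20 nM (batch-dependent) in Tris pH 7.4/KCl/MgCl2/DTT; cpd 76 uM single point; ATP 10 uM; 30 min 37 °C; Transcreener ADP HTRF detection, 30 min RT; ratio 665/615.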
Nrf2 inh: blocks Nrf2 signaling | 360,000 tested, 2.1% active | AID 504444 | Potency, µM (highest dose often 46 µM), inactives show top-dose activity change, negative = inhibition, most hits filed as inhibitors | A549 ARE-Fluc reporter, luciferase luminescence, 18-24 h; also: potency is read from the fitted curve at half-maximal effect; % is scaled to controls: 0 for no effect and ±100 for the full control effect; nearly all actives have a fitted effect of over 60% in size
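Nrf2 activity is the BugLite luminescence, read 15 min after reagent at room temperature, following CellTiter-Fluor cytotoxicity readout (30 min, 37C). Compound titrations were applied for 18-24 h to 5000 A549 ARE_Fluc cells/well in 5% FBS OPTI-MEM.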
Numbers without * were called inactive; i = inactive; ? = inconclusive; nt = no result given; [ ] = another dose, or the depositor's remark. Unless noted, calls follow the shape of the dose curve; as a rule, active = well fitted curve in the direction sought with a large enough effect; inconclusive = small, poorly fitted or top-dose-only effect, or another doubt; inactive = no such curve, though single readings can be large; an effect the other way counts as inactive or inconclusive. Only part of the results is shown; rates above refer to the full screens.

Order of results: Nrf2 activator	Akt phos inh	EPAC2 ag	TGFb inhibitor	Mm-Cpn inhibitor	A549 viability	EPAC2 antag	CCT chaperon mod	Nrf2 inh
O=C(/C=C/c1ccccc1Cl)Nc1ccc(Cl)cn1
  6.5%	i	-5%	-12%	1%	-7%	?	-16	?
O=S(=O)(NN=C1CCCCC1)c1ccccc1
  1.4%	i	1%	2%	-5%	-1%	8%	1.0	-14%
CC(=O)c1ccc(-c2nnc(CCC(=O)N(C)Cc3cnc4ccccn34)o2)s1
  0.4%	i	4%	-2%	0%	1%	16%	2.1	26%
CN(CC(=O)Nc1ccc(Cl)cc1)C1=NS(=O)(=O)c2ccccc21
  -0.9%	i	1%	-3%	-16%	-1%	-4%	-1.1	7%
COc1ccc(C(=O)NC(=S)N2CCOCC2)cc1Br
  3.6%	i	0%	-2%	1%	0%	3%	-1.1	6%
CCc1c(C(=O)N2CCCN(C)CC2)csc1C
  -0.4%	i	3%	0%	0%	7%	8%	-2.0	1%
COc1ccc(COCC(O)CN(Cc2ccccc2)C(C)C)cc1OC (configuration not stated)
  -0.1%	i	-5%	15%	-7%	-3%	2%	1.7	-7%
CC(=O)N/C(=C\c1ccccc1)C(=O)OCC(=O)NC1CCCC1
  3.9%	i	-2%	-7%	-3%	3%	-1%	2.3	8%
O=C(CSc1nnc(-c2ccco2)o1)c1ccc(O)cc1O
  5.0%	i	4%	8%	-6%	-1%	6%	-0.1	1%
Cc1ccc(S(=O)(=O)CCC(=O)OCC(=O)Nc2ccc(N3CCOCC3)cc2)cc1
  -0.6%	i	3%	-1%	2%	-13%	-2%	1.6	-2%
COc1ccccc1C(=O)NCCC(=O)NC(C)CCc1ccccc1 (configuration not stated)
  0.0%	i	3%	-8%	1%	-3%	8%	1.9	-1%
COc1ccc(-c2cnnc(N/N=C/c3ccc(O)c(OC)c3)n2)cc1
  11%	i	6%	-13%	-1%	-3%	0%	-0.9	9%
CN(C)C(=O)c1ccc2c(c1)n(C)c(=O)n2C
  0.5%	i	4%	2%	-3%	0%	3%	-0.7	-8%
COc1ccc(NS(=O)(=O)c2cccc(C(=O)N3CCC3)c2)cc1
  0.0%	i	0%	-10%	0%	-6%	3%	1.2	4%
Cc1cccc(C(=O)n2cnnc2N)c1
  -1.1%	i	6%	1%	4%	3%	-2%	-1.8	-5%
CC1CCCN(c2ccc3nncn3n2)C1 (configuration not stated)
  0.6%	i	7%	14%	-8%	-1%	-2%	-1.9	-14%
CCOc1ccccc1-c1noc(CSc2nnc(-c3ccccc3)n2-c2ccc(OC)cc2)n1
  0.2%	nt	nt	5%	nt	-11%	nt	nt	3%
Cc1ccc(N2CCN(c3nc4ccc(C(=O)c5ccccc5)cc4n4cnnc34)CC2)c(C)c1
  -0.8%	nt	nt	0%	nt	4%	nt	nt	28%
CN1N=C2c3ccccc3CCC2C1c1ccc(Cl)cc1 (configuration not stated)
  4.9%	i	4%	1%	1%	-6%	0%	-1.8	?
CCCCCC(=O)N1C[C@@H](n2cc(-c3ccc(F)cc3)nn2)[C@H](O)C[C@@H]1c1ccc(Cl)cc1
  -4.4%	i	1%	?	nt	nt	-9%	-2.3	nt

A stretch taken from the entries so far:
Order of results: Nrf2 activator	Akt phos inh	EPAC2 ag	TGFb inhibitor	Mm-Cpn inhibitor	A549 viability	EPAC2 antag	CCT chaperon mod	Nrf2 inh
Cc1ccc(N2CCN(c3nc4ccc(C(=O)c5ccccc5)cc4n4cnnc34)CC2)c(C)c1
  -0.8%	nt	nt	0%	nt	4%	nt	nt	28%
CN1N=C2c3ccccc3CCC2C1c1ccc(Cl)cc1 (configuration not stated)
  4.9%	i	4%	1%	1%	-6%	0%	-1.8	?
CCCCCC(=O)N1C[C@@H](n2cc(-c3ccc(F)cc3)nn2)[C@H](O)C[C@@H]1c1ccc(Cl)cc1
  -4.4%	i	1%	?	nt	nt	-9%	-2.3	nt

Structural class, the compounds so far with an aryl thioether with sulfur outside any ring.
Order of results: Nrf2 activator	Akt phos inh	EPAC2 ag	TGFb inhibitor	Mm-Cpn inhibitor	A549 viability	EPAC2 antag	CCT chaperon mod	Nrf2 inh
O=C(CSc1nnc(-c2ccco2)o1)c1ccc(O)cc1O
  5.0%	i	4%	8%	-6%	-1%	6%	-0.1	1%
CCOc1ccccc1-c1noc(CSc2nnc(-c3ccccc3)n2-c2ccc(OC)cc2)n1
  0.2%	nt	nt	5%	nt	-11%	nt	nt	3%

(next part)
Order of results: Nrf2 activator	Akt phos inh	EPAC2 ag	TGFb inhibitor	Mm-Cpn inhibitor	A549 viability	EPAC2 antag	CCT chaperon mod	Nrf2 inh
O=S(=O)(Nc1nc2ccccc2nc1NCC1CCCO1)c1cccs1 (configuration not stated)
  0.3%	i	2%	4%	-1%	-6%	-4%	0.2	-19%
CCC(C)(C)C1CCc2[nH]nc(C(=O)NC3CCCC3)c2C1 (configuration not stated)
  4.4%	i	-9%	0%	0%	-16%	0%	0.6	?
CCN(CCn1cccn1)C(=O)CCc1nnc(CCCc2ccccc2)o1
  3.3%	i	6%	21%	3%	-6%	-1%	-0.1	?
Nc1nc(N2CCN(c3cccc(Cl)c3)CC2)n[nH]1
  -0.5%	i	10%	-1%	-8%	-2%	-7%	0.6	-23%
Nc1nc(NC(=O)/C=C/c2ccccc2)nn1-c1ccccc1
  2.9%	i	-7%	-1%	-1%	-2%	5%	0.0	6%
COc1cc(C(C)=O)ccc1O
  0.3%	nt	5%	-3%	-3%	2%	-16%	-1.8	-5%
COC(=O)c1[nH]c2cccc(OC)c2c1NC(=O)CCN1CC(C)CC(C)C1 (configuration not stated)
  0.1%	i	8%	-4%	-3%	-2%	10%	-9.1	-5%
NS(=O)(=O)c1ccc(-n2nc(C(=O)O)cc2-c2ccc(Cl)cc2)cc1
  -0.1%	i	8%	8%	2%	3%	0%	1.2	-8%
COc1ccccc1N1CCN(C(=O)c2cccc(N3C(=O)NC4CC3(C)Oc3ccccc34)c2)CC1 (configuration not stated)
  -0.7%	i	-3%	-6%	-2%	1%	-5%	-0.2	-17%
Cc1c(C(=O)N2CCCCC2)c(S(=O)(=O)N(C)Cc2ccccc2)c(C)n1C
  -0.6%	i	-4%	-3%	0%	0%	-3%	-2.6	5%
O=C(C1CCN(S(=O)(=O)c2cccs2)CC1)N1CCc2ccccc2C1
  0.1%	i	9%	-18%	0%	9%	-2%	-2.3	2%
CC1=C(C(=O)Nc2ccc(C(=O)NC(C)c3ccccc3)cc2)SCCO1 (configuration not stated)
  -0.8%	i	-4%	-3%	0%	4%	14%	0.4	-4%
O=C(OCCOCCN=C1NS(=O)(=O)c2ccccc21)c1ccccc1Br
  0.2%	i	9%	5%	1%	1%	-4%	1.1	-1%
COc1ccc(CNC(=O)C(C)N2CCN(c3ccc(C(C)=O)cc3)CC2)cc1 (configuration not stated)
  0.2%	i	14%	-13%	0%	2%	-5%	-0.9	?
CCN(C(=O)CSc1nnc(-c2ccco2)n1CC)c1c(N)n(Cc2ccccc2)c(=O)[nH]c1=O
  -0.1%	i	13%	1%	-4%	5%	0%	-2.1	14%
COc1cc(C(=O)Nc2nc3ccccc3[nH]2)cc(OC)c1OC
  0.3%	i	4%	35%[activator]	-2%	-8%	-2%	-3.0	?
CSc1nc(NC(C)C)nc(N2CCOCC2)n1
  -0.7%	i	14%	12%	2%	10%	0%	-2.2	nt
COc1ccccc1N(CC(=O)Nc1ccc(S(=O)(=O)N2CCOCC2)cc1)S(C)(=O)=O
  0.4%	i	8%	-21%	0%	1%	-2%	-3.1	?
O=C(Cn1nnc2ccccc2c1=O)N1CCCc2ccccc21
  -0.3%	i	5%	0%	0%	-3%	1%	-4.5	14%
CC(=O)Nc1ccc(Nc2ncnc3c2cnn3-c2cccc(C)c2)cc1
  3.1%	i	-12%	?	0%	-2%	2%[57.1 µM]	-2.0	?
CCOCCCNC(=O)c1cn(CC)c2ccc(S(=O)(=O)N3CCc4ccccc4C3)cc2c1=O
  0.1%	nt	nt	?	nt	-7%	nt	nt	-18%
COc1ccc(OC)c(C(=O)COC(=O)c2c(OC)cccc2OC)c1
  0.6%	i	3%	1%	1%	-9%	0%	-4.0	-9%
COc1cccc(OCC(O)CN(CCO)Cc2ccccc2)c1 (configuration not stated)
  3.3%	i	0%	-1%	0%	1%	-3%	0.7	nt
O=C1OCCN1C(=O)[C@H]1[C@H](c2ccc(F)cc2)C(c2ccccc2)=NN1c1ccc(Br)cc1
  6.9%	i	6%	?	-23%	-2%	15%	0.8	?
COc1ccc(CNC(=O)c2ccc(Cn3nc(C)c([N+](=O)[O-])c3C)o2)cc1
  -0.4%	i	10%	9%	5%	13%	-6%	-1.2	-29%
COc1ccc(CNc2ncnc3ccccc23)cc1
  0.0%	i	0%	-5%	0%	-1%	-10%	1.9	?
COc1cccc(NS(=O)(=O)c2c(C(=O)N3CCCCCC3)c(C)n(C)c2C)c1
  -0.2%	i	-4%	4%	3%	-4%	4%	0.2	-3%
CC(C)(C)NC(=O)COC(=O)CCC(=O)c1ccc(F)cc1
  0.3%	i	-1%	-4%	0%	-1%	9%	1.9	5%
C#CCOc1ccc(C2C(C#N)=C(N)Oc3cc(O)ccc32)cc1 (configuration not stated)
  4.8%	i	5%	0%	-7%	6%	6%	-1.4	1%
COC(=O)Cc1ccc(NC(=S)N2CCN(c3cc(Cl)ccc3C)CC2)cc1
  0.2%	i	17%	?	-6%	-2%	-3%	1.0	?
